# From PubChem BioAssay
# rad50: NCI yeast anticancer drug screen, S. cerevisiae rad50 strain | 10% of 79,000 active | % growth inhibition at 50 µM | AID 155;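 further: 0% = growth of vehicle-only cultures of the same strain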
#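 A DNA repair-deficient yeast mutant serves as the test organism; compound-induced growth inhibition is calculated against vehicle-treated cells.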
# mlh1 rad18: NCI yeast anticancer drug screen, S. cerevisiae mlh1 rad18 strain; growth inhibition, % at 50 µM; 11% of 79,000 active; AID 175;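 further: 0% = growth of vehicle-only cultures of the same strain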
#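 Test agents were incubated with a yeast strain of defined genotype (DNA damage repair defect). Inhibition of growth was derived by comparison with vehicle-exposed cultures.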
# yeast bub3: NCI yeast anticancer drug screen, S. cerevisiae bub3 mutant strain; % growth inhibition at 50 µM; 9.9% of 78,000 active; AID 167;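 further: 0% = growth of vehicle-only cultures of the same strain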
#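 Steps: expose the mutant yeast strain to compound; grow alongside vehicle-treated cultures; measure growth; express inhibition against the vehicle cultures.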
# cln2 rad14: NCI yeast anticancer drug screen, S. cerevisiae cln2 rad14 strain; growth inhibition, % at 50 µM; 8.3% of 78,000 active; AID 165;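 further: 0% = growth of vehicle-only cultures of the same strain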
#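 Test compounds were added to cln2 rad14 yeast cultures; inhibition of growth was then determined by comparison with vehicle treatment.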
# yeast sgs1 mgt1: NCI yeast anticancer drug screen, S. cerevisiae sgs1 mgt1 strain. % growth inhibition at 50 µM. AID 161. 10% of 78,000 active;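 further: 0% = growth of vehicle-only cultures of the same strain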
#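 Compounds are added to genetically altered yeast, and growth is compared with cultures given vehicle alone to give percent inhibition.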
# yeast mec2-1: NCI yeast anticancer drug screen, S. cerevisiae mec2-1 strain; 9% of 79,000 active; % growth inhibition at 50 µM;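 further: 0% = growth of vehicle-only cultures of the same strain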
#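 Compounds were applied to mec2-1 yeast cells. Their growth was then compared with that of vehicle-treated cultures to give growth inhibition.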
# * = called active by the depositor; & = joins results of further samples. No stated cut-off is given here; in the data, active means growth inhibition above about 70%; inactive means the rest.
SMILES,rad50,mlh1 rad18,yeast bub3,cln2 rad14,yeast sgs1 mgt1,yeast mec2-1
c1ccc2nccnc2c1,5,-13,31,-33,-2,13
CN(C)c1ccc(/C=C(\NC(=O)c2ccccc2)C(=O)Nc2cccc(C(=O)NCCCO)c2)cc1,-9,-19,18,-4,19,-4
Cc1cc(Cl)cc(Cl)c1OCC(=O)Nc1ccc(Cl)cc1,6,-8,22,4,8,2
c1ccc2c(c1)c1c(n2CCOCCN2CCCCC2)CCCC1,34,20,28,28,29,20
CCN(CCO)CC(=O)c1ccc(Cl)c(Cl)c1,0,-1,16,-14,-7,-12
O=C(Nc1ccc(Cl)cc1)NS(=O)(=O)c1coc2cc(F)ccc2c1=O,7,11,16,32,-24,-11
CNC(=O)c1ccccc1S(=O)Cc1ccc(Br)cc1 (stereo not drawn),-19,-1,23,8,-18,-30
Cc1ccc2c(c1)P(=O)(O)c1cc(C)ccc1S2(=O)=O,4&-1,0&-1,-9&0,-1&-1,-4&7,-3&11
OC1CCCCC1Cc1ccc(Cl)cc1 (stereo not drawn),90*,93*,99*,90*,65,94*
CN1C(=O)C(CC(=O)O)NC1=S (stereo not drawn),62,26,66,2,58,34
Cc1ccc(C)c(OC(=O)Nc2ccccc2)c1,-3,-12,-4,-4,-10,5
Clc1cc(Cl)c2ccc3c(Cl)cc(Cl)c4ccc1c2c43,-19,-21,-31,7,-11,-33
O=[N+]([O-])c1ccccc1SSc1ccccc1[N+](=O)[O-],-20,-19,-46,-2,-37,-16
Nc1nc(N)c2nnsc2n1,14,3,14,17,13,-5
C#CC(OC(=O)NC(C(=O)OC)C(C)C)(c1ccccc1)c1ccccc1 (stereo not drawn),31,8,0,-5,14,-10
O=C(Nc1ccc(S(=O)(=O)NC2CCCCC2)cc1)OC1CCCCC1,93*,94*,92*,94*,94*,93*
CNCC1CCCCC1NC (stereo not drawn),2,26,3,-22,0,-4
CNNC1=NS(=O)(=O)c2cc(C)c(Cl)cc2S1,-1,11,-22,-29,-10,-13
C=CCNc1nc(C#N)c(N)s1,-26,19,14,24,7,18
N#CC(C(=O)C(=O)Nc1ccc(Cl)c(Cl)c1)c1c(Cl)cccc1Cl (stereo not drawn),26,31,-3,43,3,3
CC(C)=NN/C=N/S(=O)(=O)c1ccc(C)cc1,15,5,2,25,10,6
Cc1ncc(C[n+]2csc(CCO)c2C)c(N)n1,8,5,-4,13,14,-16
O=c1[nH]nc(Cc2ccccc2)n1/N=C/c1cccnc1,29,46,30,36,37,31
CCC(=O)Oc1ccc(C(C)(C)C)cc1,-6,1,11,-2,2,-4
CC1=C(C(=O)Nc2cccc(Cl)c2)C(c2ccc([N+](=O)[O-])cc2)C(C(=O)Nc2cccc(Cl)c2)=C(C)N1,58,62,75*,79*,65,82*

# Sorted by SMILES length (low to high): part of the list above
SMILES,rad50,mlh1 rad18,yeast bub3,cln2 rad14,yeast sgs1 mgt1,yeast mec2-1
CNCC1CCCCC1NC (stereo not drawn),2,26,3,-22,0,-4
c1ccc2nccnc2c1,5,-13,31,-33,-2,13
Nc1nc(N)c2nnsc2n1,14,3,14,17,13,-5
C=CCNc1nc(C#N)c(N)s1,-26,19,14,24,7,18
OC1CCCCC1Cc1ccc(Cl)cc1 (stereo not drawn),90*,93*,99*,90*,65,94*
CN1C(=O)C(CC(=O)O)NC1=S (stereo not drawn),62,26,66,2,58,34
CCC(=O)Oc1ccc(C(C)(C)C)cc1,-6,1,11,-2,2,-4
Cc1ccc(C)c(OC(=O)Nc2ccccc2)c1,-3,-12,-4,-4,-10,5
CCN(CCO)CC(=O)c1ccc(Cl)c(Cl)c1,0,-1,16,-14,-7,-12
Cc1ncc(C[n+]2csc(CCO)c2C)c(N)n1,8,5,-4,13,14,-16
CNC(=O)c1ccccc1S(=O)Cc1ccc(Br)cc1 (stereo not drawn),-19,-1,23,8,-18,-30
O=c1[nH]nc(Cc2ccccc2)n1/N=C/c1cccnc1,29,46,30,36,37,31
Cc1cc(Cl)cc(Cl)c1OCC(=O)Nc1ccc(Cl)cc1,6,-8,22,4,8,2
Clc1cc(Cl)c2ccc3c(Cl)cc(Cl)c4ccc1c2c43,-19,-21,-31,7,-11,-33
Cc1ccc2c(c1)P(=O)(O)c1cc(C)ccc1S2(=O)=O,4&-1,0&-1,-9&0,-1&-1,-4&7,-3&11
O=[N+]([O-])c1ccccc1SSc1ccccc1[N+](=O)[O-],-20,-19,-46,-2,-37,-16
O=C(Nc1ccc(S(=O)(=O)NC2CCCCC2)cc1)OC1CCCCC1,93*,94*,92*,94*,94*,93*
C#CC(OC(=O)NC(C(=O)OC)C(C)C)(c1ccccc1)c1ccccc1 (stereo not drawn),31,8,0,-5,14,-10
N#CC(C(=O)C(=O)Nc1ccc(Cl)c(Cl)c1)c1c(Cl)cccc1Cl (stereo not drawn),26,31,-3,43,3,3
CN(C)c1ccc(/C=C(\NC(=O)c2ccccc2)C(=O)Nc2cccc(C(=O)NCCCO)c2)cc1,-9,-19,18,-4,19,-4
CC1=C(C(=O)Nc2cccc(Cl)c2)C(c2ccc([N+](=O)[O-])cc2)C(C(=O)Nc2cccc(Cl)c2)=C(C)N1,58,62,75*,79*,65,82*

# Later entries
SMILES,rad50,mlh1 rad18,yeast bub3,cln2 rad14,yeast sgs1 mgt1,yeast mec2-1
O=C(O)C=C(c1ccccc1)c1ccccc1,0,-15,-8,-2,-8,-10
Cc1noc(C)c1N=Nc1ccc2nonc2c1N,-16,3,9,16,-14,8
N#Cc1ccccc1NC(=O)C(=O)C(C(=O)c1ccncc1)C1OC(=O)c2ccccc21 (stereo not drawn),-3,5,-1,10,-31,-17
CN1C2CC(=O)CC1[C@@H]1OC(c3ccccc3)O[C@H]21 (stereo partly drawn),7,20,18,28,-15,-3
OCC1OC(n2cnc3c(Nc4ccccc4)ncnc32)C(O)C1O (stereo not drawn),-10,-12,3,5,1,-15
O=C1C=CC(=O)c2c(O)c(N3CCN(CCO)CC3)c(Cl)c(O)c21,85*,89*,88*,87*,91*,90*
CNC(=O)OC(C)(C)C1CC=C(C)CC1 (stereo not drawn),-21,-8,8,-33,-7,-16
CCCCCC/C(C)=N\NC(N)=O,30,-23,-1,12,12,14
COc1ccc2c(c1)C/C(=C\c1cccc3ccccc13)C2=O,-52,-1,28,-23,0,-19
CC1C(c2ccccc2)NC(c2ccccc2)C(C)C1(O)c1ccccc1 (stereo not drawn),10,16,11,-23,12,5
CCCCc1c[nH]n(C(N)=NCCSCc2nc[nH]c2C)c1=O,-7,-5,-2,-20,-10,-18
CCOC(=O)c1ccccc1C(=O)c1ccccc1O,-6,18,-5,0,-2,-18
O=C1COC(C(=O)c2ccccc2)C(=O)N1 (stereo not drawn),44,24,13,9,35,27
Clc1nc2ccccc2c2ccccc12,37,4,-13,30,-4,-4
O=C(O)C1CCCC2C(O)CCC(O)C12 (stereo not drawn),-10,-34,-7,-13,-2,-15
CC1SCc2nc3ccccc3n21 (stereo not drawn),2,-36,6,12,28,-11
CCN(CC)C(=O)C1(OC(C)=O)CCCCC1,-2,-81,2,37,10,-6
Cc1ccc(C(c2ccccc2)C(CO)CO)cc1 (stereo not drawn),10,-21,10,-2,-3,3
Cc1ccc(C(C)(CCC(=O)O)c2ccc(C)o2)o1,36,25,8,45,7,12
COc1cccc(C2c3cc4c(cc3OC(NNC(N)=O)C2C)OCO4)c1OC (stereo not drawn),23,59,29,0,22,14
COc1ccc(NC(C)=O)cc1Br,-13,-21,-18,-17,-11,-40
O=C1OC(=O)C2C1CC1C(=O)OC(=O)C12 (stereo not drawn),10,12,-12,-5,0,-4
COC(=S)OC1CC(n2cnc3c(N)ncnc32)OC1CO[Si](C)(C)C(C)(C)C (stereo not drawn),-10,5,11,-1,3,-8
S=c1[nH]c(=S)c2[nH]cnc2[nH]1,-7,0,-5,-7,-7,-5
CC(=NC(c1ccccc1)c1ccccc1)N(C)C,-2,-12,-1,-7,-2,2
SMILES,rad50,mlh1 rad18,yeast bub3,cln2 rad14,yeast sgs1 mgt1,yeast mec2-1
CC1(C)C2=CC3(C)N(CN2c2ccccc21)c1ccccc1C3(C)C (stereo not drawn),17,16,13,7,19,24
CC(C)CC(NC(=O)CNC(=O)CNC(=O)OCc1ccccc1)C(=O)O (stereo not drawn),0,11,-1,-22,-2,8
COc1ccc(-n2c(=O)c(N=Nc3ccc(Br)cc3)c(O)n(-c3ccc(C)cc3)c2=S)cc1,40,8,-5,-7,23,9
CN(C)c1nc2ccccc2[nH]1,3,-2,-5,-1,12,-4
Cc1ccccc1C(CC(=O)O)C(C)c1ccccc1 (stereo not drawn),20,86*,97*,73*,78*,89*
Cc1cc(C(c2ccccc2)c2cc(C)cc(C(C)(C)CC(C)(C)C)c2O)c(O)c(C(C)(C)CC(C)(C)C)c1,4,8,5,21,-10,5
C(=C\c1csnn1)/c1cccnc1,30,6,9,6,2,-2
CCN(CC)CCC(C)(O)C(C(=O)O)c1ccccc1 (stereo not drawn),-14,-19,-6,-44,2,-7
c1cc[c]([Sn]([O]c2cccc3cccnc23)([c]2ccccc2)[c]2ccccc2)cc1,90*,93*,91*,86*,90*,92*
O=S(=O)(O)SCC1=NCCCCN1,-3,0,-14,-9,-6,-6
CCOc1cc2c(cc1Cc1ccc3c(c1)OCO3)OCO2,-8,1,4,-12,-6,-12
Oc1c(Cl)c(Cl)c2ncccc2c1Cl,56,46,49,-26,49,-9
CC(=O)NCCN1CCOCC1,15,20,-1,-10,5,-1
O=C(O)C(O)C(O)C(O)C(O)C(O)CO.[NH-]C1CCCCC1[NH-].[Pt+2] (stereo not drawn),-18,-50,6,7,-30,4
Cc1ccc(C(CS(=O)(=O)c2ccc(C)cc2)c2ccccc2)cc1 (stereo not drawn),0,-20,2,-20,-8,6
O=C1N=NC(=O)c2ccccc21,-8,2,-9,-33,-4,4
CCC1CC(C)C(O)/C=C/C=C/CC(C)OC(=O)CC(O)C(OC)C1OC1OC(C)CC(O)(C(C)=O)C1O (stereo not drawn),6,-64,2,17,-10,0
OCC1CCCC(n2cnc3c(=S)nc[nH]c32)O1 (stereo not drawn),-8,6,-42,-11,-20,-22
C/C(=N\NC(N)=O)c1cccs1,5,-1,0,-10,-3,1
Cn1c(=O)c2[nH]c(=S)n(C)c2n(C)c1=O,32,16,-14,11,-2,-8
CCOC(=O)NC(=O)CCC(=O)Nc1ccc2ccccc2c1,9,-7,-5,9,2,7
CC1(C)OC(=O)C=C(O)O1.CC1(C)OC(=O)C=C(O)O1.CCO.Oc1ccc2c(c1)CCC2.[Ti],-16,7,-5,20,-29,-14
O=S(=O)(NNc1nc(N2CCCCC2)nc(N2CCCCC2)n1)c1ccccc1,-3,9,-5,-12,9,0
[O-][N+]1=CCCC1,4,-16,0,-6,-1,-14
CCOC(=O)C(C(=O)OCC)c1ccc([N+](=O)[O-])o1,86*,82*,88*,82*,89*,86*
CC(NC(=O)OCc1ccccc1)C(=O)Nc1ccc(C(=O)O)c(O)c1 (stereo not drawn),6,-11,45,-9,12,-5

# Outcome played no part in choosing rows; overall some 13% were active at least once.
